mIDH1 inhibitor: blocks human mutant IDH1 R132H enzyme. O75874. IDH1-R132H enzyme, NADPH consumption, diaphorase/resazurin fluorescence. Potency, µM (highest dose often 76.6 µM), inactives show at the highest dose activity change, negative = inhibition, actives largely listed as inhibitors. 0.093% of 390,000 active. AID 602179; further: potency means the concentration at half of the fitted maximal effect; on the % scale 0 is the no-effect control and ±100 the full control effect; nearly all actives have a fitted effect of over 65% in size
Target sequence (O75874 whole entry R132H, stated change not applied): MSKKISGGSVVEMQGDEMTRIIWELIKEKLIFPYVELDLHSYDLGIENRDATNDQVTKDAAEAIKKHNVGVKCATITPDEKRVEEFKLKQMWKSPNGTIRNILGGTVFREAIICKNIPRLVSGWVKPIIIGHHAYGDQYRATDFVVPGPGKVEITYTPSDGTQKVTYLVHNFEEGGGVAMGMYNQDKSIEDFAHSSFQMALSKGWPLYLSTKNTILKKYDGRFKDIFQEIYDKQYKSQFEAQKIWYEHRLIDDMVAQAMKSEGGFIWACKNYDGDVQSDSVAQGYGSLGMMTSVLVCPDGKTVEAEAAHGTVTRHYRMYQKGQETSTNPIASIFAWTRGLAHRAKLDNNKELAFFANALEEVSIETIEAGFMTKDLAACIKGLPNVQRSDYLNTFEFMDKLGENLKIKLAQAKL
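IDH1-R132H (0.5 ug/mL dispensed) in pH 7.5 Tris buffer was preincubated 30 min with compound, then given a substrate mix of 0.016 mM NADPH and 2 mM alpha-KG for 80 min at room temperature; remaining NADPH was read by diaphorase/resazurin fluorescence.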
PI4K2A inh: PI4K2A (human) kinase inhibition; Q9BTU6; purified PI4K2A, ADP-Glo luminescence, 1 h; stronger effect = lower value; activity change, negative = inhibition, % at 76.9 µM; 0.13% of 420,000 active; in the data active means activity change below about -50%; inconclusive means mostly about -30% to -49%;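 further: -100% = wells without enzyme as full effect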
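Compounds are screened against recombinant PI4K2A using PI as substrate and ATP, the latter dispensed at 300 microM. Reactions run one hour at ambient temperature before ADP-Glo detection; full inhibition defined by wells lacking enzyme.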
LDHA block: blocks human lactate dehydrogenase A. P00338. purified LDHA, NADH/diaphorase-resazurin fluorescence; stronger effect = lower value. activity change, % (values are at about 110 or 230 µM). 0.15% of 480,000 active; in the data active means activity change below about -30%; inconclusive means mostly about -25% to -30%;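 further: plate controls were DMSO wells for no effect and wells without enzyme for full effect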
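Remaining NADH was detected by diaphorase (0.133 mg/mL) converting 37 µM resazurin to fluorescent resorufin, read at 0 and 20 minutes. The preceding 5-minute room-temperature reaction used 2 nM LDHA, 0.2 mM sodium pyruvate and 0.06 mM NADH at pH 7.4.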
Glioma ERSR ind: induces the endoplasmic reticulum stress response in human glioma cells | U87-MG GRP78 promoter luciferase reporter, 16 h | 0.02% of 420,000 active | Potency, µM, without a hit: at the highest dose activation, actives largely listed as activators; further: potency means the concentration at half of the fitted maximal effect; series mostly up to about 76 µM; % of control where 0% means no effect; nearly all actives have a fitted effect of over 35% in size
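Stably transfected U87-MG glioma cells carrying a GRP78-based luciferase sensor; 16 h compound incubation. Luminescence end-point read 10 min after Bright-Glo addition at room temperature.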
USP1-UAF1 inh: blocks the human USP1/UAF1 deubiquitinase complex; Potency, µM (highest dose often 57.1 µM), inactives show top-dose activity change, negative = inhibition, usual class: inhibitors; recombinant USP1/UAF1, Ub-Rhodamine cleavage fluorescence; 0.23% of 390,000 active; further: potency means the concentration at half of the fitted maximal effect; on the % scale 0 is the no-effect control and ±100 the full control effect; nearly all actives have a fitted effect of over 60% in size; inactives centre near -12
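USP1/UAF1 complex (1 nM) preincubated 15 min at room temperature with compound, then Ub-Rho substrate (150 nM final) added. Kinetic fluorescence at 480/540 nm over 6 reads at 60 s intervals; 50 mM HEPES pH 7.8, 0.5 mM EDTA, 0.1 mg/ml BSA, 1 mM TCEP, 0.01% Tween-20.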
Vif-A3F inh: Vif-A3F binding inhibition; Potency, µM (doses to about 46.1 µM), for inactives: at the highest dose activity, negative = active; AID 602313; 0.2% of 390,000 active; HeLa A3F-eYFP + Vif (tagged APOBEC3F with the HIV-1 protein that degrades it), YFP fluorescence increase; further: potency means the concentration at half of the fitted maximal effect; % of control where 0% means no effect; nearly all actives have a fitted effect of over 65% in size
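HeLa cells stably expressing A3F-eYFP plus Vif, plated and incubated overnight at 37 deg C, then exposed to compounds overnight at 37 deg C. Blocked degradation read as raised yellow fluorescence (Ex 488/Em 500-530).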
Vif-APOBEC3G blk: blocks the Vif interaction with human APOBEC3G. Q9HC16. HeLa A3G-eYFP + Vif (tagged APOBEC3G with the HIV-1 protein that degrades it), YFP fluorescence, overnight. Potency, µM (doses to about 46.1 µM), for inactives: at the highest dose activity, negative = active, hits mostly inhibitors. 0.076% of 410,000 active;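 further: potency means the concentration at half of the fitted maximal effect; on the % scale 0 is the no-effect control and ±100 the full control effect; nearly all actives have a fitted effect of over 60% in size; hits raise eYFP signal because A3G escapes Vif-driven loss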
Target sequence (Q9HC16 whole entry, looked up): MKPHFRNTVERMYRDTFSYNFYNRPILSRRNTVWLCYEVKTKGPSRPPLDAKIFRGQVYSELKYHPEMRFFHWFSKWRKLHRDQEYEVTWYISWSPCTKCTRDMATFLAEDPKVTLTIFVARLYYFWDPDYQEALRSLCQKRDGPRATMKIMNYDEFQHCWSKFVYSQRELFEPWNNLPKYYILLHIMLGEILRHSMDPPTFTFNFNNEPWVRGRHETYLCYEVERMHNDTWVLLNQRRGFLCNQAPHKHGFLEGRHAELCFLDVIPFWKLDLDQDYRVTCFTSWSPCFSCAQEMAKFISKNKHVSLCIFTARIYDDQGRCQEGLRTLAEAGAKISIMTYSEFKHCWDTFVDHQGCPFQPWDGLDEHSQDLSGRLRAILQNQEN
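HeLa cells stably expressing Vif and C-terminally eYFP-tagged A3G, seeded overnight at 37 deg C, then exposed to compound by pintool overnight at 37 deg C. Rise in yellow fluorescence (Ex 488/Em 500-530, Acumen) marks blocked Vif-driven A3G degradation.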
RXFP1 agonist: agonists of human relaxin receptor RXFP1. 0.3% of 370,000 active. Potency, µM (highest dose often 57.5 µM), for inactives: top-dose activation, usual class: activators. HEK293T-RXFP1 cAMP TR-FRET, 30 min; response scale: percent of porcine relaxin response, buffer zero. Q9HBX9; further: potency means the concentration at half of the fitted maximal effect; on the % scale 0 is the no-effect control and ±100 the full control effect; nearly all actives have a fitted effect of over 60% in size; many of its hits are not listed in these tables
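HEK293 cells stably expressing RXFP1, treated 30 min at 37C with compounds plus PDE4 inhibitor Ro 20174; cAMP measured by HTRF TR-FRET. Normalized to buffer and 29 nM porcine relaxin; EC50 by Hill fit.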
TrxR1 substrate: substrates of rat thioredoxin reductase 1 | purified TrxR1 substrate turnover, NADPH consumption readout | AID 588456 | Potency, µM (highest dose often 114 µM), inactives show at the highest dose activity change, negative = substrate turnover | O89049 | 0.01% of 390,000 active; further: potency means the concentration at half of the fitted maximal effect; on the % scale 0 is the no-effect control and ±100 the full control effect; nearly all actives have a fitted effect of over 50% in size
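Rat TrxR1, dispensed at 90 nM, was prereduced with 400 uM NADPH (final) for 5 min at ~22 deg C, then incubated with compound 15 min before 400 uM selenite. A first-read NADPH fluorescence drop versus no-compound background flagged substrates.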
Active calls of the source: *; ? = inconclusive; nt = no result given; & = joins results of further samples; [ ] = remark or other dose. Unless noted, the call rests on the fitted dose curve; in most records, active means well fitted curve in the direction sought with a large enough effect; inconclusive means small, poorly fitted or top-dose-only effect, or another doubt; inactive means no such curve, though single readings can be large; an effect the other way counts as inactive or inconclusive. Some of the compounds tested; rates above refer to the full screens.

SMILES	mIDH1 inhibitor	PI4K2A inh	LDHA block	Glioma ERSR ind	USP1-UAF1 inh	Vif-A3F inh	Vif-APOBEC3G blk	RXFP1 agonist	TrxR1 substrate
CCc1ccc(-c2nc(-c3cc4ccccc4oc3=O)sc2C)cc1	0%	-4	2	-1%	-24%	-11%	5%	18%	8%[57.1 µM]
COc1ccc([C@H]2CC(=O)C=C(c3cccc4c3sc3ccccc34)C2)cc1OC	7%	-2	0	-1%	?	3%	0%	-1.4%	4%
Cc1cccc(NC(=S)NNC(=O)c2nn(C)cc2Cl)c1	-3%	5	-10	6%	-9%	2%	-6%	1.6%	-9%
CCOc1cc(C(=O)NC(C)CC)cc(OCC)c1OCC (centres undefined)	-1%	-9	0	-3%	2%	-11%	-1%	2.4%	-4%
CCOc1ccc(NC(=O)CSc2nnnn2CC(=O)O)cc1	1%	2	-8	-5%	-18%	-5%	0%	0.1%	-7%
COC(=O)c1sc(OC)cc1OCc1ccc(C)cc1	2%	-14	-5	-2%	-12%	nt	1%	1.0%	-8%
O=C(c1ccc(Br)cc1)N(Cc1cccs1)c1ccc(F)cc1	1%	-4	2	-1%	-5%	-5%	0%	3.4%	-3%
CC1(C)Cc2nc(-c3ccccc3)nc(SCC(=O)N3CCOCC3)c2CO1	-7%	9	-3&8	0%	-17%	-1%	3%	-0.3%	1%[57.1 µM]
CCN1CCN(c2ccc(S(=O)(=O)N3CCCCC3)cc2NC(=O)/C=C/c2ccc([N+](=O)[O-])cc2)CC1	-5%	6	-11	-4%	-2%	-21%	?	2.5%	-8%[57.1 µM]
CCN(CC)S(=O)(=O)c1ccc(C(=O)NCCc2cc3c(OC)ccc(OC)c3[nH]c2=O)cc1	-5%	-6	7	-3%	-9%	-2%	?	0.6%	2%
COc1ccc(OC)c(S(=O)(=O)N2CCCC(C(=O)NCCN3CCOCC3)C2)c1 (centres undefined)	-1%	-1	-8	-3%	-8%	?	3%	-3.0%	-5%[57.1 µM]
CCOC(=O)C1=C(C)NC(=S)NC1c1ccco1 (centres undefined)	-10%	-11	4	-5%	6%	-7%	-2%	-1.5%	-5%
O=C(NNC(=O)c1ccccc1C(F)(F)F)c1csc(N2CCOCC2)n1	5%	5	-1	-2%	-4%	7%	-5%	1.3%	-6%
Cc1c(C)[n+](=O)c2c(n1[O-])CCCCC2	-5%	6	-6	-6%	-10%	-11%	0%	-0.2%	10%[57.1 µM]
COC(=O)C1CCN(C(=O)NC2CC(=O)N(c3ccc4c(c3)OCCO4)C2)CC1 (centres undefined)	-7%	-1	-4	-5%	-8%	5%	1%	1.3%	-2%
CC(=O)N1CCN(c2ccc(NC(=O)c3ccc([N+](=O)[O-])o3)cc2Cl)CC1	13%	-2	5	-17%	-10%	7%	-11%	1.8%	-3%
CCC(C)c1ccccc1NC(=O)C1CCCO1 (centres undefined)	0%	-1	-4	-2%	-3%	1%	0%	0.3%	-7%
O=C(/C=C/c1ccc([N+](=O)[O-])cc1)Nc1cccc(S(=O)(=O)NC2=NCCCCC2)c1	6%	1	-7	3%	-5%	1%	-4%	nt	6%[57.1 µM]
Cc1ccc(OCCSc2nnc(NC(=O)c3ccco3)s2)cc1	8%	8	-1	-4%	-14%	1%	1%	2.7%	4%
O=C(NCC(=O)N1CCN(c2ccc(C(F)(F)F)cn2)CC1)c1ccc(Br)o1	-5%	1	-1	1%	-11%	4%	-7%	0.0%	5%

The closing 2 compounds of the part before are carried over, then new ones follow.
SMILES	mIDH1 inhibitor	PI4K2A inh	LDHA block	Glioma ERSR ind	USP1-UAF1 inh	Vif-A3F inh	Vif-APOBEC3G blk	RXFP1 agonist	TrxR1 substrate
Cc1ccc(OCCSc2nnc(NC(=O)c3ccco3)s2)cc1	8%	8	-1	-4%	-14%	1%	1%	2.7%	4%
O=C(NCC(=O)N1CCN(c2ccc(C(F)(F)F)cn2)CC1)c1ccc(Br)o1	-5%	1	-1	1%	-11%	4%	-7%	0.0%	5%
CN(Cc1ccccc1)C(=O)Cn1nnc(-c2ccccc2)c1COc1ccccc1	nt	-2	-1	-3%	nt	nt	1%	nt	nt
COc1ccc(CN(C(=O)c2ccccc2Br)C2CCS(=O)(=O)C2)cc1 (centres undefined)	13%	0	1	-6%	-23%	-1%	5%	2.1%	7%[57.1 µM]
COc1cc(-c2c(-c3cc(OC)c(OC)c(OC)c3)noc2C)ccc1F	23%	8	-1	0%&0%	-2%	-15%	-32%&-34%	-0.5%	-4%&-7%
Cc1cc(Cl)ccc1OC(C)C(=O)Nc1ccc(S(=O)(=O)N2CCOCC2)cc1 (centres undefined)	3%	0	0	-8%	-28%	-8%	1%	nt	-8%
Cc1ccc(-c2csc(=Nc3ccc(F)cc3)n2Cc2ccc3c(c2)OCO3)cc1C	15%	1	0	1%	3%	3%	5%	-1.4%	5%
CSc1nc2sc3c(c2c(=O)n1-c1ccc(C)cc1)CCCC3	-8%	-10	-6	-3%	-14%	0%	-8%	4.8%	10%
Cc1cc2nccc(-c3ccc(OCCCF)cc3)n2n1	0%	-1	0	0%	-22%	2%	-2%	0.0%	-2%
NC(=O)CSc1nnc(COc2ccccc2)n1CCc1ccccc1	5%	-7	-6	-3%	-15%	-9%	0%	2.1%	8%
Cc1coc2c(C)c3oc(=O)c(CCC(=O)NCCN4CCOCC4)c(C)c3cc12	-6%	1	-2	-2%	-22%	5%	-3%	-1.0%	18%
COc1ccccc1-n1c(SCC(=O)N2CCOCC2)nc(O)c(Cc2ccccc2)c1=O	0%	5	-5	-1%	-7%	-5%	-5%	0.2%	1%
COc1ccc(/C=C2\Sc3ccc(C(=O)NCCCN4CCCC4)cc3N(C)C2=O)cc1OC	-7%	-1	-1	-4%	-1%	1%	6%	-3.4%	-4%
Cc1ccc(OCCC(=O)OCC(=O)Nc2ccccc2)cc1	5%	5	0	-7%	-9%	-6%	1%	0.4%	0%
O=C(c1ccco1)N1CCN(Cc2cc(=O)c(OCc3ccc([N+](=O)[O-])cc3)co2)CC1	2%	0	-1	-4%	-17%	10%	2%	15%	7%[57.1 µM]
CCN(c1ccc(OC)cc1)S(=O)(=O)c1nnc(NC(=O)COc2ccc(F)cc2)s1	-12%&-22%	6&1	?	-3%&-2%	?	5%&-3%	-1%&-1%	1.1%&-1.5%	4%[57.1 µM]
Cn1c2c(c(=O)[nH]c1=O)C(c1cccc(O)c1)C1=C(N2)c2ccccc2C1=O (centres undefined)	-1%	2	-2	-3%	-14%	-35%	?	1.6%	-1%
CCOC(=O)c1ccc(NC(=O)Cn2c(=O)cc(C)c3c(C)nn(-c4ccc(CC)cc4)c32)cc1	10%	0	-11	-3%	-1%	-5%	3%	12%	1%[57.1 µM]
Cn1ccnc1C(=O)c1ccc(Cl)c(S(=O)(=O)N2CCOCC2)c1	8%	-2	-4	-1%	3%	?	-1%	4.8%	-2%
Cc1noc(C)c1C(=O)N1CCN(S(=O)(=O)c2cccc(Cl)c2Cl)CC1	1%	0	-4	-1%	-11%	-3%	0%	-2.6%	5%
Cc1ccccc1-n1nc2c(c1NC(=O)c1cc3ccccc3oc1=O)CS(=O)(=O)C2	4%	8	-13	0%	10%	-19%	-28%	1.2%	-11%
Cc1cc(-c2csc(NC(=O)c3ccc(=O)[nH]c3)n2)c(C)n1Cc1ccccc1	2%	?	6	-3%	-27%	-7%	0%	-0.9%	?
CC(C(=O)NCC1CCCCC1)N1CCc2ccccc2C1 (centres undefined)	-5%	1	-12	7%	-16%	-6%	-4%	0.8%	2%[57.1 µM]
COc1cc(/C=N/S(=O)(=O)CCc2ccccc2)ccc1O	1%	-1	4	0%	-1%	5%	-14%	0.9%	-12%
CCOc1ccc(CNC(=O)c2ccc3c(c2)sc2nc(-c4ccc(OC)cc4)cn23)cc1	7%	2	-2	-1%	0%	1%	1%	-0.7%	9%[11.4 µM]
CC(C)c1nn2c(=O)cc(COc3cccc(NC(=O)c4ccco4)c3)nc2s1	-6%	5	-4	5%	-21%	3%	0%	?	10%
Cn1c(=O)c2c(nc(N3CCOCC3)n2CCCNC2=NCCC2)n(C)c1=O	-1%	9	-5	-2%	-17%	0%	2%	5.1%	9%[57.1 µM]
CCN(c1ccccc1)S(=O)(=O)c1ccc(F)cc1C	5%	-2	-5	-2%	-13%	nt	2%	-0.5%	3%
Cc1ccc2c(CN3CCN(C(=O)c4ccc(F)cc4)CC3)cc(=O)oc2c1	-10%	-8	1	-2%	-10%	-11%	1%	1.1%	-1%
O=C(NCc1ccncc1)C(=O)NCC1OCCN1S(=O)(=O)c1cc(F)ccc1F (centres undefined)	-1%	0	0	-3%	-1%	-1%	-4%	nt	0%
CN=C(Nc1cc(C)nn1-c1ccccc1)c1ccccc1F	0%	6	-9	-4%	-15%	-9%	-3%	1.8%	1%
CCOC(=O)c1c(C)n(CCO)c2ccc(O)cc12	5%	1	1	-4%	-10%	-6%	0%	-0.2%	-3%
COc1ccccc1CNC(=O)c1ccc(OCc2c(C)noc2C)c(OC)c1	3%	-7	-6	0%	-7%	nt	-4%	2.2%	2%

Assay outcomes deposited in PubChem BioAssay by National Center for Advancing Translational Sciences (NCATS).
